# Bioassay records from PubChem BioAssay.
# HTR5A inv ag – inverse agonist of human HTR5A in OPRM1-OPRD1 counter-screen | P47898 | HTR5A cell line, luminescence, inverse agonism | inhibition, % at 9.3 µM | 0.083% of 340,000 active; in the data active = inhibition mostly above about 23%, no sharp cut-off; inactive = mostly below about 18%;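 note: 0% = cells with DMSO and 100% = no-cell wells with DMSO; some compounds called inactive have numbers as strong as hits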
# Target sequence (P47898 whole entry, looked up): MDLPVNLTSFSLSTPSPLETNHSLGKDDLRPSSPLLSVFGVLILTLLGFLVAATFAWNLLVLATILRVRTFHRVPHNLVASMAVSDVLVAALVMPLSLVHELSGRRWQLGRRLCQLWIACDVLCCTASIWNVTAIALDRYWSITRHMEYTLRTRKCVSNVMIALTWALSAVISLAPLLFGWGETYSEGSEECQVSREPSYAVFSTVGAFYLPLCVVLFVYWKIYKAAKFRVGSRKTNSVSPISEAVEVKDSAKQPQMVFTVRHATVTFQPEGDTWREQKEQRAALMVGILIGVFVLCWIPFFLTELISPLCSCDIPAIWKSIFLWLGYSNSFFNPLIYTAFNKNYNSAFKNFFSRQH
# Mot1-301 SUMO – inhibitors of SUMOylation pathway: yeast Mot1-301 growth rescue. S. cerevisiae Mot1-301 growth rescue, ATP luminescence, 38.5C; percent above DMSO median, 100 means doubled. growth rescue, % at 18.8 µM. 1% of 320,000 active;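 active = every valid replicate shows activation above 250% relative to neutral control wells; inactive = the rest, any valid replicate at or below 250%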;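 note: OY570 slx delta 5 strain wells were the positive control but not used for scaling; some compounds called inactive have numbers as strong as hits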
# OPRM1-OPRD1 inv – inverse agonists of human mu-delta opioid receptor heterodimerization; P35372+P41143; cell-based MOR-DOR heterodimer luminescence, inverse agonism; inhibition, % at 9.3 µM; 0.21% of 340,000 active; AID 504357; in the data active = inhibition above about 22%, passing the limit was not always enough;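 note: 0% = cells with DMSO and 100% = wells without cells with DMSO; values of inactives mirror those of a sister screen read the other way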
# HTR5A ag – activates human HTR5A in OPRM1-OPRD1 agonist counter-screen | HTR5A agonist assay, luminescence, cell-based | activation, % at 9.3 µM | 0.61% of 340,000 active | AID 504692; in the data active = activation mostly above about 9.5%, no sharp cut-off; inactive = mostly below about 7.6%;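 note: 0% = cells with vehicle only and 100% = reference agonist; strong numbers were not always called active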
# DSG3 Ab inh – blocks pemphigus antibody binding to human desmoglein-3; 0.48% of 310,000 active; DSG3-coupled beads, scFv-anti-DSG3-GFP binding, flow cytometry; hits give low values; AID 588358; binding (percent of control), % at 10 µM; P32926;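 active = binding more than 3 SD below its plate's average and above zero; inconclusive = below that plate limit but binding exactly zero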;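 note: hits lower antibody fragment binding to DSG3; some compounds called inactive have numbers as strong as hits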
# AddAB inh – less growth of phage-infected E. coli with AddAB; inhibition, % at 11.9 µM; E. coli expressing H. pylori AddAB, absorbance growth; 0.29% of 330,000 active; in the data active = inhibition above about 12%;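 note: 0% = vehicle wells of infected cells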
# phage Ecoli inh – E. coli growth loss with phage present | growth absorbance | inhibition, % at 11.9 µM | 0.26% of 360,000 active | AID 651602; in the data active = inhibition above about 11%
# OPRM1-OPRD1 ag – agonists of human mu-delta opioid receptor heterodimerization. P35372+P41143. cells, OPRM1-OPRD1 heterodimerization, luminescence. AID 504326. activation, % at 9.3 µM. 0.3% of 340,000 active; in the data active = activation above about 18%;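 note: 0% = vehicle-treated cells and 100% = reference agonist; values of inactives mirror those of a sister screen read the other way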
# E coli growth – bacterial growth inhibition, counter-screen for AddAB inhibitors; E. coli V3065 growth, OD600 absorbance, 18 h; inhibition, % at 11.9 µM; 0.27% of 330,000 active;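 active = inhibition above the campaign's mean inhibition across all tested compounds plus 3 SD, cut at about 9.9% in these data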;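 note: uninfected addAB+ strain grown without phage in ampicillin broth; 0% = DMSO wells and 100% = ciprofloxacin 0.95 µg/ml wells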
# PfHsp90 yeast 2 – reduces growth (ATP signal) of yeast expressing P. falciparum Hsp90; S. cerevisiae expressing PfHsp90, BacTiter-Glo ATP, 48 h; yeast lacking PDR1 and PDR3 efflux regulators; inhibition, % at 9.4 µM; 0.32% of 310,000 active; AID 504621;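 active = every replicate shows inhibition above about 80%, whatever the replicate mean, limit read from the data; inconclusive = mean inhibition reaches the set limit but some replicate falls short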;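 note: 0% = DMSO neutral controls and 100% = 20 µM radicicol positive controls; yeast relying on Plasmodium falciparum Hsp90 in place of its own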
# PKA-R1A activ – activators of PKA-R1A complex; P00514+P68181; PKA-R1A dissociation, Cy5-IP20 fluorescence polarization; scaled: DMSO 0%, 113 µM cGMP 100%; activation, % at 11.4 µM; 0.083% of 340,000 active; AID 504707;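 active = percent activation above the mean of all tested compounds plus 3 SD, cut at about 19% in these data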;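 note: higher means more PKAc released from R1A so a rise in polarization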
# * marks the source's active call; other numbers are inactive results; ? = inconclusive; . = not tested or not shown.
SMILES,HTR5A inv ag,Mot1-301 SUMO,OPRM1-OPRD1 inv,HTR5A ag,DSG3 Ab inh,AddAB inh,phage Ecoli inh,OPRM1-OPRD1 ag,E coli growth,PfHsp90 yeast 2,PKA-R1A activ
CC(=O)Nc1nc2c(s1)C(=O)NCCC2,-1.5,18.6,8.8,0.5,103.3,4.1,4.0,-1.6,1.1,-6.9,-12.2
CN(C(=O)c1ccc(NC(=O)Cc2cccc(NC(=O)C3CCN(C(=O)c4ccccc4)CC3)c2)cc1)C1CCCC1,-10.2,14.0,10.4,5.3,105.3,0.6,2.5,-1.9,0.2,-4.9,-11.3
COC(=O)c1ccc(NC(=O)CSc2nnc(CNc3ccc(OC)cc3)n2C)cc1,11.2,-6.8,-5.8,-4.0,99.3,2.9,1.8,1.1,-1.6,2.6,-14.3
OCC1(CO)COC(/C=C/c2ccccc2)=N1,-5.7,-16.7,-4.3,1.5,96.9,-0.8,0.6,0.9,-1.0,9.3,-2.0
O=C(NCC1COc2ccccc2O1)C1CCCN(S(=O)(=O)c2cnc[nH]2)C1 (configuration not stated),-27.7,34.0,7.5,9.3,106.5,2.0,-0.1,-1.5,1.3,17.9,-3.3
COCCn1c(Cc2ccccc2)nnc1SCC(=O)N1CCCC1=O,-1.8,6.3,4.8,0.5,99.9,0.9,0.3,-0.9,0.3,5.6,-6.1
CCn1c(SCc2cc(=O)[nH]c3ccccc23)nnc1C1CC1,3.6,-8.6,9.3,-1.8,.,1.3,2.0,-1.7,0.9,10.2,4.8
CN(Cc1ccccc1)C(=O)c1cccc(NC(=O)Cc2ccc(NC(=O)C3CCCN(C(=O)C4CC4)C3)cc2)c1 (configuration not stated),-14.8,.,11.3,4.0,103.1,.,3.0,-2.4,.,2.5,7.2
CC1(C)CC(=O)C(C(c2ccco2)C2C(=O)CC(C)(C)CC2=O)C(=O)C1,-23.0,-38.7,-2.0,0.6,99.0,-1.2,0.5,0.4,0.9,-17.5,-11.3
O=C(CN(c1ccccc1)S(=O)(=O)c1ccccc1)N1CCN(Cc2ccc3c(c2)OCO3)CC1,1.9,23.5,6.7,-0.7,98.2,-3.0,1.7,-1.2,0.3,5.0,-5.5
O=C(NCCCN1CCOCC1)c1ccc2c(=O)n(-c3ccc(F)c(Cl)c3)c(=S)[nH]c2c1,10.4,7.0,16.7,-0.4,.,2.8,1.4,-2.6,-0.1,-8.0,0.1
N=c1c2c(ncn1CCN1CCOCC1)Oc1ccc3ccccc3c1C2c1ccccc1 (configuration not stated),-22.7,2.9,10.1,0.3,99.8,-0.2,2.2,-2.0,-0.7,-1.0,-5.3
COC(=O)Nc1nn(-c2ccc(C)cc2)c(=O)c(C#N)c1C,3.4,.,9.8,-1.4,114.9,-1.4,1.9,-2.1,0.8,.,9.7
CC(C)Cc1nnc(N)s1,6.3,.,-6.2,-1.6,.,.,1.8,1.3,.,-8.7,-8.8
CCn1c(C)nc2cc(C(=O)NNS(=O)(=O)c3ccc(C)c(C)c3)ccc21,-17.2,-8.4,14.6,6.2,107.4,-1.9,.,-2.6,3.2,-1.8,-4.8
CNC(=O)Nc1cccc2cccnc12,-1.4,6.7,13.6,1.3,.,0.9,1.3,-2.7,0.2,-17.2,8.5
CC(C)NC(=O)/C(=C/c1ccco1)c1ccccc1,-21.3,0.7,-6.5,7.2,109.1,4.3,0.3,1.1,0.6,-1.0,3.6
COc1ccc(CN(C)Cc2nc(Cc3ccccc3Cl)no2)cc1OC,7.2,-4.0,13.2,-2.4,96.7,-0.4,2.9,-2.6,-0.9,3.6,-9.3
C1=CC2CCC1ON2c1ccccc1 (configuration not stated),-5.8,12.1,13.0,-1.5,87.5,4.2,1.5,-2.6,3.1,4.9,-3.8
CS(=O)(=O)N(Cc1ccccc1)c1ccccc1C(=O)Nc1ccccc1C(=O)NCc1ccco1,-2.7,-8.7,0.2,-3.0,109.6,2.7,1.6,0.0,0.2,43.2,-3.3
Cc1ccc(NS(=O)(=O)N2CCCCC2)cc1,-8.7,.,-2.4,2.2,101.1,.,2.6,0.5,.,-12.9,-8.2
O=c1ccc2ccc(Oc3ccc(Cl)cc3[N+](=O)[O-])cc2o1,-0.8,1.9,-10.4,-3.2,100.7,-0.4,2.0,2.2,0.5,-47.6,-14.2
Cc1ccc(S(=O)(=O)Nc2ccccc2C(=O)Nc2nc(-c3ccc(F)cc3)cs2)cc1,-5.5,6.9,-2.8,-1.6,112.5,0.2,8.4,0.5,3.6,?,-3.4
COc1cc(NC(=O)Cc2ccccc2)c(C(=O)O)cc1OC,6.3,84.2,4.8,-2.5,99.1,-0.8,3.2,-0.9,0.5,-30.4,-5.9
Cc1ccc(C(O)(COC(=O)C(C)C)COC(=O)C(C)C)c(O)c1,-15.8,-12.5,-16.8,2.1,103.6,5.2,2.9,3.3,1.0,10.2,5.6

# Compound profiles, as listed above:
# Cc1ccc(C(O)(COC(=O)C(C)C)COC(=O)C(C)C)c(O)c1 in the list: HTR5A inv ag: -15.8; Mot1-301 SUMO: -12.5; OPRM1-OPRD1 inv: -16.8; HTR5A ag: 2.1; DSG3 Ab inh: 103.6; AddAB inh: 5.2; phage Ecoli inh: 2.9; OPRM1-OPRD1 ag: 3.3; E coli growth: 1.0; PfHsp90 yeast 2: 10.2; PKA-R1A activ: 5.6
# COCCn1c(Cc2ccccc2)nnc1SCC(=O)N1CCCC1=O in the list: HTR5A inv ag: -1.8; Mot1-301 SUMO: 6.3; OPRM1-OPRD1 inv: 4.8; HTR5A ag: 0.5; DSG3 Ab inh: 99.9; AddAB inh: 0.9; phage Ecoli inh: 0.3; OPRM1-OPRD1 ag: -0.9; E coli growth: 0.3; PfHsp90 yeast 2: 5.6; PKA-R1A activ: -6.1

# (listing goes on)
SMILES,HTR5A inv ag,Mot1-301 SUMO,OPRM1-OPRD1 inv,HTR5A ag,DSG3 Ab inh,AddAB inh,phage Ecoli inh,OPRM1-OPRD1 ag,E coli growth,PfHsp90 yeast 2,PKA-R1A activ
O=C(CNC(=O)N1CC(=O)Nc2ccccc21)NCc1ccccc1Cl,-24.0,3.0,11.2,1.9,.,1.8,-0.6,-2.1,1.1,4.1,5.1
O=C(COC(=O)C1=COCCO1)Nc1ccc(F)c(F)c1,-25.8,608.6*,4.5,3.4,112.0,3.6,4.3,-0.7,1.2,.,-1.4
Cc1ccc(S(=O)(=O)NCCC(=O)Nc2ccc(C)c(Cl)c2)cc1C,-11.0,-12.5,-56.8,3.2,103.5,5.0,4.8,10.8,-0.7,16.9,-8.1
CCOC(=O)C(Cc1cc(C(C)=O)ccc1OC(C)C)C(=O)OCC,1.6,-16.2,0.9,-2.0,107.9,-1.5,3.2,-0.2,-0.6,-9.3,-10.3
CCCN1C(=O)COc2ccc(-c3n[nH]c(=O)c4ccccc34)cc21,-2.6,132.1,8.3,8.4,102.3,1.3,2.5,-1.7,0.1,-2.2,3.1
COc1cc(S(=O)(=O)NCc2ccncc2)c(OC)cc1Br,-4.6,-19.0,1.2,-1.0,105.3,0.9,-1.3,-0.4,3.6,-9.9,5.4
O=C(CCOc1ccccc1)N1CCN(S(=O)(=O)c2ccccc2F)CC1,4.0,16.2,6.6,0.1,93.6,3.3,1.9,-1.7,-0.9,10.1,-10.0
COC(=O)CSc1nnc(-c2ccccc2OC)n1-c1ccc(C)cc1,-1.1,.,16.4,-4.9,.,-0.2,1.6,-2.7,0.0,0.4,-9.9
O=C(NNC(=O)c1nc2ccccc2[nH]1)OCc1ccccc1,-14.5,-2.1,-4.2,5.0,106.4,0.8,-1.8,0.7,-2.4,9.4,6.9
O=C(CSc1nc2ccccc2o1)Nc1nccs1,-0.7,7.8,-5.5,5.0,100.5,-3.8,0.8,1.0,-1.4,-15.2,-7.5
O=C(Nc1ccccc1)c1cccc(NC(=O)c2ccco2)c1,-41.0,-6.7,12.9,4.9,97.5,-0.6,1.0,-2.5,-0.7,3.2,3.4
COC(=O)C1C(=O)N2CCCSC2=C(C#N)C1c1cccs1 (configuration not stated),-11.9,4.0,8.3,2.9,107.4,-1.3,0.3,-1.5,-2.2,-49.4,-1.9
COc1ccc(/C(C)=N/OC/C(O)=C(\C#N)c2nc3ccccc3[nH]2)cc1OC,7.8,-11.2,-24.0,-3.0,96.8,-0.6,3.2,4.1,-2.8,-8.6,-2.0
O=C(O)C1CCCN(S(=O)(=O)c2ccc(Cl)s2)C1 (configuration not stated),-17.6,412.9,5.9,5.9,103.8,1.2,2.3,-1.2,-0.3,-19.0,1.0
COc1ccc(NS(=O)(=O)c2cccc(C(=O)NCC(c3ccc(OC)cc3)N3CCCCC3)c2)cc1 (configuration not stated),13.9,.,5.6,-3.8,130.9,.,1.4,-1.1,.,17.2,0.9
COc1ccc(C2C3=C(N=C4SCC(=O)N42)c2ccccc2CC3)cc1OC (configuration not stated),-6.2,-5.9,7.1,-3.1,97.7,0.8,0.4,-1.3,0.7,-5.7,-19.0
O=c1[nH]n(CC2COC3(CCCCC3)O2)c(=O)c2ccccc12 (configuration not stated),-10.4,-3.6,7.1,4.0,101.5,2.1,0.4,-1.3,-0.7,-21.3,6.0
Cc1ccc2c(CSc3nnnn3C)cc(=O)oc2c1,11.2,2.8,12.5,-2.2,101.9,4.4,3.2,-2.3,0.6,16.5,2.1
COc1ccc(C(CNC(=O)c2cccc(S(=O)(=O)Nc3ccc(C)cc3)c2)N2CCOCC2)cc1 (configuration not stated),-8.1,3.3,12.9,3.0,105.9,-1.2,-2.5,-2.5,1.1,-5.2,-2.1
COc1ccc(OC)c(NC(=O)COc2ccc3c(c2)CCC3)c1,7.1,38.1,-15.3,-2.8,.,-0.3,1.3,3.9,-1.4,3.7,3.6
CCSC1=NC2(CCCCC2)Nc2sc3c(c21)CCCC3,-2.5,-4.0,-17.0,3.6,97.5,0.4,-0.5,2.7,1.2,-8.3,1.9
Cc1ccc(NC(=O)CN(C)C(=O)C2CC(=O)N(Cc3ccccc3)C2)cc1 (configuration not stated),13.3,14.2,7.0,0.0,116.2,0.6,1.5,-1.3,-1.9,37.5,1.6
O=C1c2cccnc2C(Nc2ccccc2Br)N1Cc1ccco1 (configuration not stated),1.4,-9.0,18.1,-0.6,105.2,0.2,4.0,-3.7,-0.4,-30.3,1.1
COc1cc(NC(=S)Nc2ccc(Br)cc2Cl)c(OC)cc1Cl,-14.7,5.8,-2.4,5.6,99.5,3.4,2.0,0.5,-1.2,-10.9,0.0
C=CCOc1cccc(C2C(C(=O)c3ccc(C)o3)=C(O)C(=O)N2CCCn2ccnc2)c1 (configuration not stated),-13.3,23.5,15.8,0.1,108.0,-0.5,-0.8,-4.8,-0.3,3.3,-7.3
Fc1cc(F)c2nc(Nc3nc4c(F)cccc4s3)sc2c1,-23.4,-5.0,-24.8,6.8,95.1,0.3,1.4,4.7,0.2,23.2,-1.6
CCOc1ccc(NS(=O)(=O)c2ccc(NC(=O)[C@@H]3CCCC[C@@H]3C(=O)O)cc2)cc1,-24.1,-17.6,15.8,2.7,107.4,3.2,2.8,-3.0,-0.3,-2.0,-7.4
